Compound activity: PubChem BioAssay, National Center for Advancing Translational Sciences (NCATS)
EPAC1 antag: blocks human EPAC1 exchange factor. O95398. Potency, µM (series often up to 115 µM), for inactives: top-dose activity change, negative = inhibition, most hits filed as inhibitors. EPAC1 GEF assay, Rap1b-BODIPY-GDP exchange fluorescence. 360,000 tested, 0.14% active;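 further: potency means the concentration at half of the fitted maximal effect; plate controls were vehicle for no effect and positive control for full effect; nearly all actives have a fitted effect of over 50% in size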
EPAC1 agonist: EPAC1 (human) agonism. Potency, µM (titrated, usually from 154 µM), for inactives: at the highest dose activation, actives largely listed as activators. EPAC1 agonist qHTS, biochemical assay; response scale: 100% = response to 6.5 mM cAMP. 360,000 tested, 0.073% active. AID 720707; further: potency means the concentration at half of the fitted maximal effect; nearly all actives have a fitted effect of over 60% in size
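Nucleotide exchange by EPAC1 (100 nM) on Rap1B–BODIPY-GDP (250 nM) in the presence of 50 uM GDP is tracked fluorescently at 480/540 nm over 30 min. Signals are normalized to a 6.5 mM cAMP control.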
Mm-Cpn inhibitor: inhibitors of Methanococcus maripaludis chaperonin (MmCpn); purified Mm-Cpn ATPase, ADP Transcreener TR-FRET; Potency, µM (highest dose often 76.9 µM), inactives show at the top dose activity, negative = inhibition, hits mostly inhibitors; 330,000 tested, 0.031% active; AID 504842; further: potency means the concentration at half of the fitted maximal effect; on the % scale 0 is the no-effect control and ±100 the full control effect; nearly all actives have a fitted effect of over 80% in size
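Measured: ADP formation by purified Mm-CPN. Conditions: 25 nM protein, 10 uM ATP, Tris pH 7.4 with Mg2+, K+ and DTT, 37°C for 30 min. Detection: Transcreener HTRF after 30 min at room temperature.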
WRN helicase inh: inhibitors of human WRN helicase; AID 651768; Potency, µM (series often up to 114 µM), for inactives: at the top dose activity change, negative = inhibition, most hits filed as inhibitors; Q14191; 360,000 tested, 0.46% active; WRN helicase unwinding, fluorescent forked duplex, kinetic; further: potency means the concentration at half of the fitted maximal effect; on the % scale 0 is the no-effect control and ±100 the full control effect; nearly all actives have a fitted effect of over 55% in size
Target sequence (Q14191 whole entry, looked up): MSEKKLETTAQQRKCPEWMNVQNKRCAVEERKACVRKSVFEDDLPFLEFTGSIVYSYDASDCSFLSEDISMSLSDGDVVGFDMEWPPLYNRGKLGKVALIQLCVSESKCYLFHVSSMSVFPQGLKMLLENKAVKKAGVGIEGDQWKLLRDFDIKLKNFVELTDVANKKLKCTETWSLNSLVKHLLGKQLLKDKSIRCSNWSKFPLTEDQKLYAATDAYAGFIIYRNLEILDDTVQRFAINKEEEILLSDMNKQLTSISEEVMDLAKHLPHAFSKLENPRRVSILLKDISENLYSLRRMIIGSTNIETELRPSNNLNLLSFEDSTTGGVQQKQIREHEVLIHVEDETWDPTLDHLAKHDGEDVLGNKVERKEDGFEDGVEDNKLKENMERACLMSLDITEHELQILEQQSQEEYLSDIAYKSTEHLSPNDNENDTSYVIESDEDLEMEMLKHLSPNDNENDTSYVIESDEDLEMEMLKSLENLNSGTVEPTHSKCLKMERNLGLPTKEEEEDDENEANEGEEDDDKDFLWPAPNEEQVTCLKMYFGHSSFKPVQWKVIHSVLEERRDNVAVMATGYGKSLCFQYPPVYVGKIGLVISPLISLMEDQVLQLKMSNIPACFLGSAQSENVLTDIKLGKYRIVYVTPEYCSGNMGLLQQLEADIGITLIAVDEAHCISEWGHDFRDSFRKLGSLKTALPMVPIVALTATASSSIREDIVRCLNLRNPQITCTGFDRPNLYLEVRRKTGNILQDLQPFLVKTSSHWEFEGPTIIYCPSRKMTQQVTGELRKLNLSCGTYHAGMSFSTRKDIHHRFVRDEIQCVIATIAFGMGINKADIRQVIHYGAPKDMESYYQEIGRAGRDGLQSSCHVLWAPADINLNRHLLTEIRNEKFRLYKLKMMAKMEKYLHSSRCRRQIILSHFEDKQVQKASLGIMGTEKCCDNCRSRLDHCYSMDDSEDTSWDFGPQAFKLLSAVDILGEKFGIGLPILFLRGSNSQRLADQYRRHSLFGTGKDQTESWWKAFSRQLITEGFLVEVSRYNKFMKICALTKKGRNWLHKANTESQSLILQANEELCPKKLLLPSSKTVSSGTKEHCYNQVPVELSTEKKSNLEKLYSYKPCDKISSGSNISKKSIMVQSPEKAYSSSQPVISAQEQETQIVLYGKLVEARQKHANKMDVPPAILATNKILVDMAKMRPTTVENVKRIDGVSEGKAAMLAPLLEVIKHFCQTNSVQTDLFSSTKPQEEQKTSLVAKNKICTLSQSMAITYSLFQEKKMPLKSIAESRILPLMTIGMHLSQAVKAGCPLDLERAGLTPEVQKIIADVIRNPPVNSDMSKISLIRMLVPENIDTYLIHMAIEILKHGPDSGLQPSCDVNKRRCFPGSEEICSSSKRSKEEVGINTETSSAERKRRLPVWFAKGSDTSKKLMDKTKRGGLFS
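Enzyme (20 nM final) and test compound sit together 15 min at room temperature before substrate addition. Substrate is a single-forked duplex oligonucleotide (100 nM) labelled with fluorophore and quencher, with 2 mM ATP; helicase unwinding raises red fluorescence, read kinetically.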
CCT chaperon mod: cytosolic chaperonin activity modulation; 360,000 tested, 0.3% active; activity change, % (no concentration beside the values), hits read low; purified chaperonin ATPase assay, HTRF ADP detection, 30 min; AID 651819; in the data active means activity change below about -30%; further: on the % scale 0 is the no-effect control and ±100 the full control effect
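First, chaperonin was dispensed at 40 nM or 20 nM final depending on batch activity. Next, compounds were pinned at 76 uM and ATP added at 10 uM. After 30 min at 37 °C, ADP detection reagents ran 30 min at ambient temperature.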
PI5P4K alpha inh: blocks human PI5P4K alpha kinase activity | P48426 | PI5P4Kalpha enzyme, ADP-Glo luminescence, 60 min; stronger effect = lower value | max response, % | 330,000 tested, 1.2% active; active means max response of -50% or lower; inconclusive means between -30% and -50%; inactive means -30% or higher; further: value at the top dose of about 77 µM; on the % scale 0 is the no-effect control and ±100 the full control effect
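Compounds were pin-transferred onto PI5P4Kalpha and substrate in HEPES pH 7.4 buffer with EGTA, CHAPS and 5% DMSO. ATP (5 microM final) started the reaction, which ran 60 minutes at room temperature before ADP-Glo detection.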
EPAC2 antag: EPAC2 (human) antagonism | Q8WZA2 | EPAC2 GEF exchange of Rap1B-BODIPY-GDP, fluorescence | Potency, µM (highest dose often 114 µM), inactives show at the highest dose activity, negative = inhibition, usual class: inhibitors | 360,000 tested, 0.18% active; further: potency means the concentration at half of the fitted maximal effect; on the % scale 0 is the no-effect control and ±100 the full control effect; nearly all actives have a fitted effect of over 45% in size; many of its hits are not listed in these tables
PLK1 PBD inh: blocks phosphopeptide binding to human PLK1 polo-box domain; P53350; Plk1 PBD binding of FITC phosphopeptide, fluorescence polarization; Potency, µM, for inactives: max response, negative = inhibition, hits mostly inhibitors; 360,000 tested, 2.8% active; further: potency means the concentration at half of the fitted maximal effect; series mostly up to about 57 µM; on the % scale 0 is the no-effect control and ±100 the full control effect; nearly all actives have a fitted effect of over 65% in size
Numbers without * were called inactive; ? = inconclusive. Unless noted, the call rests on the fitted dose curve; in most records, active means well fitted curve in the direction sought with a large enough effect; inconclusive means small, poorly fitted or top-dose-only effect, or another doubt; inactive means no such curve, though single readings can be large; an effect the other way counts as inactive or inconclusive.

Field names: A = EPAC1 antag; B = EPAC1 agonist; C = Mm-Cpn inhibitor; D = WRN helicase inh; E = CCT chaperon mod; F = PI5P4K alpha inh; G = EPAC2 antag; H = PLK1 PBD inh
smiles: Cc1cccn2c(=O)c(C=O)c(NCc3ccccc3)nc12
  A: 2%; B: 2%; C: -2%; D: -12%; E: -0.2; F: 6; G: -13%; H: 2%

smiles: CCN(Cc1ccc2c(c1)OCO2)C(=O)CSc1nc(C)nc2sc(C)c(C)c12
  A: -7%; B: -2%; C: 1%; D: -5%; E: 1.8; F: 6; G: -2%; H: 2%

smiles: Cc1cccc(N2CCN(c3ccc(N4C(=O)CCCC4=O)cc3[N+](=O)[O-])CC2)c1C
  A: -8%; B: 0%; C: -2%; D: -3%; E: 1.9; F: 33; G: -3%; H: 10%

smiles: O=C(O)c1ccc(N/N=C/c2ccc(-c3ccccc3Cl)o2)cc1
  A: 0%; B: 4%; C: -1%; D: -24%; E: -0.9; F: -2; G: 40µM*; H: ?

smiles: Cc1ccc(Cl)cc1N=C(N)N=C(N)N
  A: -3%; B: 8%; C: -2%; D: 1%; E: 1.5; F: 3; G: -3%; H: -6%

smiles: O=C(COC(=O)C1CC2CCCC(C1)C2=O)NC1CCCCC1 (stereo not given)
  A: -19%; B: 14%; C: 0%; D: 0%; E: 0.7; F: 0; G: -5%; H: -5%

smiles: O=C(COC(=O)Cc1ccc(Cl)cc1)Nc1ccccc1F
  A: -20%; B: -9%; C: 2%; D: 0%; E: 2.1; F: 10; G: 1%; H: -3%

smiles: O=S(=O)(NCc1ccc2c(c1)OCO2)c1cccc(F)c1
  A: -6%; B: 3%; C: 3%; D: 2%; E: 1.7; F: -2; G: 4%; H: 5%

smiles: COc1ccc(/C=N/NC(=O)CCn2cnc(-c3ccccc3)c2-c2ccccc2)cc1OC
  A: -3%; B: -5%; C: 2%; D: -17%; E: -4.8; F: 4; G: -2%; H: -1%

smiles: CCn1c(SCC(=O)N=Nc2c(O)[nH]c3ccccc23)nc2ccccc21
  A: 10%; B: 7%; C: 0%; D: -16%; E: 1.7; F: -16; G: 7%; H: -16%

smiles: C=CCn1c(SCc2cc(C(C)=O)ccc2OCC)nc2ccccc2c1=O
  A: 8%; B: -20%; C: -4%; D: ?; E: -3.5; F: 11; G: -1%; H: -3%

smiles: C=CCN(C(=O)c1csnn1)C(C(=O)NC1CCCC1)c1ccc(OC)cc1 (stereo not given)
  A: 15%; B: 6%; C: -1%; D: 7%; E: 0.1; F: -5; G: 3%; H: -3%

smiles: S=C(Nc1ccccc1)c1nc2ccccc2s1
  A: 3%; B: 13%; C: -1%; D: 1%; E: -0.3; F: 19; G: -2%; H: -12%

smiles: Cc1ccc2nc(NC(=O)C3CC(=O)N(Cc4ccco4)C3)sc2c1 (stereo not given)
  A: -10%; B: -4%; C: 0%; D: 2%; E: -1.4; F: -2; G: 17%; H: -11%

smiles: COc1ccc(CC(=O)Nc2nn(C)c3nc4c(C)cccc4cc23)cc1
  A: -4%; B: 3%; C: 1%; D: 8%; E: -0.8; F: -5; G: 2%; H: 3%

Taken from the entries so far, 11 compounds:
Field names: A = EPAC1 antag; B = EPAC1 agonist; C = Mm-Cpn inhibitor; D = WRN helicase inh; E = CCT chaperon mod; F = PI5P4K alpha inh; G = EPAC2 antag; H = PLK1 PBD inh
smiles: Cc1cccn2c(=O)c(C=O)c(NCc3ccccc3)nc12
  A: 2%; B: 2%; C: -2%; D: -12%; E: -0.2; F: 6; G: -13%; H: 2%

smiles: CCN(Cc1ccc2c(c1)OCO2)C(=O)CSc1nc(C)nc2sc(C)c(C)c12
  A: -7%; B: -2%; C: 1%; D: -5%; E: 1.8; F: 6; G: -2%; H: 2%

smiles: Cc1cccc(N2CCN(c3ccc(N4C(=O)CCCC4=O)cc3[N+](=O)[O-])CC2)c1C
  A: -8%; B: 0%; C: -2%; D: -3%; E: 1.9; F: 33; G: -3%; H: 10%

smiles: O=C(O)c1ccc(N/N=C/c2ccc(-c3ccccc3Cl)o2)cc1
  A: 0%; B: 4%; C: -1%; D: -24%; E: -0.9; F: -2; G: 40µM*; H: ?

smiles: Cc1ccc(Cl)cc1N=C(N)N=C(N)N
  A: -3%; B: 8%; C: -2%; D: 1%; E: 1.5; F: 3; G: -3%; H: -6%

smiles: O=C(COC(=O)C1CC2CCCC(C1)C2=O)NC1CCCCC1 (stereo not given)
  A: -19%; B: 14%; C: 0%; D: 0%; E: 0.7; F: 0; G: -5%; H: -5%

smiles: O=C(COC(=O)Cc1ccc(Cl)cc1)Nc1ccccc1F
  A: -20%; B: -9%; C: 2%; D: 0%; E: 2.1; F: 10; G: 1%; H: -3%

smiles: O=S(=O)(NCc1ccc2c(c1)OCO2)c1cccc(F)c1
  A: -6%; B: 3%; C: 3%; D: 2%; E: 1.7; F: -2; G: 4%; H: 5%

smiles: COc1ccc(/C=N/NC(=O)CCn2cnc(-c3ccccc3)c2-c2ccccc2)cc1OC
  A: -3%; B: -5%; C: 2%; D: -17%; E: -4.8; F: 4; G: -2%; H: -1%

smiles: CCn1c(SCC(=O)N=Nc2c(O)[nH]c3ccccc23)nc2ccccc21
  A: 10%; B: 7%; C: 0%; D: -16%; E: 1.7; F: -16; G: 7%; H: -16%

smiles: C=CCn1c(SCc2cc(C(C)=O)ccc2OCC)nc2ccccc2c1=O
  A: 8%; B: -20%; C: -4%; D: ?; E: -3.5; F: 11; G: -1%; H: -3%

Next structures.
Field names: A = EPAC1 antag; B = EPAC1 agonist; C = Mm-Cpn inhibitor; D = WRN helicase inh; E = CCT chaperon mod; F = PI5P4K alpha inh; G = EPAC2 antag; H = PLK1 PBD inh
smiles: O=C(NNC(=O)C1CCCN(S(=O)(=O)c2ccc3ccccc3c2)C1)C1CC1 (stereo not given)
  A: 30%; B: 15%; C: -4%; D: 0%; E: -0.7; F: 0; G: -9%; H: -8%

smiles: COC(=O)c1cccc(Nc2c3c(nc4ccccc24)CCC3)c1
  A: 0%; B: 7%; C: 0%; D: 3%; E: 0.6; F: -6; G: -9%; H: -2%

smiles: CC(C)(C)NC(=O)c1nc2ccccc2s1
  A: 0%; B: 0%; C: 2%; D: -24%; E: -15; F: 3; G: 2%; H: -4%

smiles: CCCn1nc(C(=O)Nc2cccc(S(=O)(=O)N(C)c3ccccc3)c2)c2ccccc2c1=O
  A: -11%; B: 8%; C: -6%; D: -1%; E: 0.9; F: -1; G: 0%; H: 1%

smiles: O=C(CN1CCN(c2ccccn2)CC1)Nc1cc(F)ccc1F
  A: 3%; B: 0%; C: 0%; D: 2%; E: -1.7; F: 0; G: -6%; H: -15%

smiles: Cc1ccc(NC(=O)CN(C)CC(=O)Nc2ccc(N3CCOCC3)cc2)cc1F
  A: 6%; B: -8%; C: -2%; D: 7%; E: -0.5; F: 2; G: 11%; H: 5%

smiles: O=C(CCNC(=O)OCC1c2ccccc2-c2ccccc21)NOCc1ccccc1
  A: -3%; B: -16%; C: -10%; D: -3%; E: -0.9; F: 3; G: -21%; H: -11%

smiles: c1ccc(-c2nc(NC3CCCC3)c3ccccc3n2)cc1
  A: -27%; B: 15%; C: -5%; D: -4%; E: -1.0; F: 0; G: -6%; H: -5%

smiles: CCOC(=O)N1CCN(C(=O)Nc2ccc3nc(C)c(C)nc3c2)CC1
  A: -15%; B: 2%; C: -2%; D: -11%; E: -1.2; F: -2; G: -13%; H: -8%

smiles: c1ccc(-c2cc(CSc3nc4ccccc4[nH]3)on2)cc1
  A: -8%; B: -6%; C: -7%; D: 3%; E: -2.2; F: -2; G: -1%; H: 0%

Reprinted at random: 2 entries already listed.
Field names: A = EPAC1 antag; B = EPAC1 agonist; C = Mm-Cpn inhibitor; D = WRN helicase inh; E = CCT chaperon mod; F = PI5P4K alpha inh; G = EPAC2 antag; H = PLK1 PBD inh
smiles: C=CCN(C(=O)c1csnn1)C(C(=O)NC1CCCC1)c1ccc(OC)cc1 (stereo not given)
  A: 15%; B: 6%; C: -1%; D: 7%; E: 0.1; F: -5; G: 3%; H: -3%

smiles: CCOC(=O)N1CCN(C(=O)Nc2ccc3nc(C)c(C)nc3c2)CC1
  A: -15%; B: 2%; C: -2%; D: -11%; E: -1.2; F: -2; G: -13%; H: -8%

These rows are one share of the data, so the mix of outcomes need not match the whole.
